From PubChem BioAssay
Growth percent in the NCI-60 one-dose screen (48 h, 10 µM unless noted): 100 = growth as untreated, 0 = no growth, -100 = all killed.
HL-60(TB) = HL-60(TB) leukemia cells | hit rate 9% among 78,000 | AID 1794776; active = growth percent below 10
The depositor's hits bear a star; & = joins results of further samples. These rows are one share of the data; count on the stated rates, not on these rows.

SMILES | HL-60(TB)
CNC(=O)c1cccc2cc(Oc3ccnc4cc(OCC5(N)CC5)c(OC)cc34)ccc12 | 91.6
O=C(/C=C/c1ccc(Cl)nc1)c1ccc(Cl)c(Cl)c1 | 84.3
COc1cc(OC)c2c(=O)[nH]c(-c3cc(C)c(OCCO)c(C)c3)nc2c1 | 73.3
CCCCCCCCO | 93.8
CN1CCN(c2ccc(C(=O)Nc3n[nH]c4ccc(Cc5cc(F)cc(F)c5)cc34)c(NC3CCOCC3)c2)CC1 | -57.1*
COc1ccc(C2NC(=S)NC(C)=C2C(=O)Nc2ccc(S(N)(=O)=O)cc2)cc1OC (stereo not drawn) | 101.2
OC1(c2ccc(Cl)c(C(F)(F)F)c2)CCN(CCCC(c2ccc(F)cc2)c2ccc(F)cc2)CC1 | -49.6*
CN(C)CCCN1c2ccccc2Sc2ccccc21 | 85.5&111.9
NC(=O)CC(N)C(=O)O (stereo not drawn) | 61.3
CCCNCCC | 106.6
CC(=O)O[C@]1(C(C)=O)CC[C@H]2[C@@H]3C=C(Cl)C4=CC(=O)[C@@H]5C[C@@H]5[C@]4(C)[C@H]3CC[C@@]21C | 99.4
CCn1c(=O)c(-c2ccn[nH]2)cc2c(C)nc(N)nc21 | 86.9
CC(=O)NCCCCCC(=O)O | 127.4
CC1(C)OC(=O)C(OCC2CC2)=C1c1ccc(S(C)(=O)=O)cc1 | 104.8
CC1(O)CC(c2nc(-c3ccc4ccc(-c5ccccc5)nc4c3)c3c(N)nccn23)C1 (stereo not drawn) | 17.5
CC(C)CC(=O)Nc1n[nH]c2c1CN(C(=O)C1CCN(C)CC1)C2(C)C | -26.2*
O=C(c1ccc(F)c(F)c1Nc1ccc(I)cc1F)N1CC(O)([C@@H]2CCCCN2)C1 | -18.9*
O=C(/C=C/c1ccc(Cl)nc1)c1cccs1 | 82.4
COc1cc2ncnc(Nc3ccc(F)c(Cl)c3)c2cc1NC(=O)/C=C/CN1CCCCC1 | -50.2*
CC(=O)[C@H]1CC[C@H]2[C@@H]3C[C@H](C)C4=CC(=O)CC[C@]4(C)[C@H]3[C@@H](O)C[C@]12C | 127.6
O=C(CSc1nc(NC(=O)CN2CCN(c3cc4c(cc3F)c(=O)c(C(=O)O)cn4C3CC3)CC2)cc(=O)[nH]1)Nc1ccccc1 | 102.6
Cn1cc(-c2nnc(-c3cn(C)c4ncccc34)s2)c2cc(Br)ccc21 | 96.2
CCC(=O)O[C@]1(C(=O)SCF)[C@H](C)CC2C3CC(F)C4=CC(=O)C=C[C@]4(C)C3(F)[C@@H](O)C[C@@]21C (stereo partly drawn) | 106.6
CCOC(=O)c1cccc(N)c1 | 88.5
O=C(O)CN1C(=O)c2cccc3cccc(c23)C1=O | 117.6
CCCOc1ccccc1-c1nc2n[nH]nc2c(=O)[nH]1 | 104.8
Nc1nnc(-c2c[nH]c3ccc(F)cc23)c(-c2c[nH]c3ccc(F)cc23)n1 | 86.8
CC1CCC(C(C)C)C(OC(=O)c2ccccc2O)C1 (stereo not drawn) | 92.5
CN1CCC(COc2cnc(-c3cccc(Cn4nc(-c5cccc(C#N)c5)ccc4=O)c3)nc2)CC1 | 95.3
O=C1NCC2(CCN(CCc3ccccc3)CC2)O1 | 103.8
COc1ccc(-c2cc(=O)c3c(O)cc(O[C@@H]4O[C@H](CO[C@H]5O[C@H](C)[C@@H](O)[C@H](O)[C@@H]5O)[C@@H](O)[C@H](O)[C@H]4O)cc3o2)cc1O | 119.5
Cc1nnc(NS(=O)(=O)c2ccc(N)cc2)s1 | 100.9
CNC(=O)c1cc(Oc2ccc(NC(=O)Nc3cc(C(C)(C)C)nn3-c3ccc4ncccc4c3)c(F)c2)ccn1 | -43.2*
[2H]c1nc(Nc2ncc(F)c(-c3cc(F)c4nc(C)n(C(C)C)c4c3)n2)c([2H])c([2H])c1CN1CCN(CC)CC1 | 24.6
Cc1ccc2c(c1)C(=O)N(c1cccc(S(N)(=O)=O)c1)C2=O | 123.8

Gathered by group: the entries above with four or more nitrogen atoms (14)
SMILES | HL-60(TB)
CN1CCN(c2ccc(C(=O)Nc3n[nH]c4ccc(Cc5cc(F)cc(F)c5)cc34)c(NC3CCOCC3)c2)CC1 | -57.1*
COc1ccc(C2NC(=S)NC(C)=C2C(=O)Nc2ccc(S(N)(=O)=O)cc2)cc1OC (stereo not drawn) | 101.2
CCn1c(=O)c(-c2ccn[nH]2)cc2c(C)nc(N)nc21 | 86.9
CC1(O)CC(c2nc(-c3ccc4ccc(-c5ccccc5)nc4c3)c3c(N)nccn23)C1 (stereo not drawn) | 17.5
CC(C)CC(=O)Nc1n[nH]c2c1CN(C(=O)C1CCN(C)CC1)C2(C)C | -26.2*
COc1cc2ncnc(Nc3ccc(F)c(Cl)c3)c2cc1NC(=O)/C=C/CN1CCCCC1 | -50.2*
O=C(CSc1nc(NC(=O)CN2CCN(c3cc4c(cc3F)c(=O)c(C(=O)O)cn4C3CC3)CC2)cc(=O)[nH]1)Nc1ccccc1 | 102.6
Cn1cc(-c2nnc(-c3cn(C)c4ncccc34)s2)c2cc(Br)ccc21 | 96.2
CCCOc1ccccc1-c1nc2n[nH]nc2c(=O)[nH]1 | 104.8
Nc1nnc(-c2c[nH]c3ccc(F)cc23)c(-c2c[nH]c3ccc(F)cc23)n1 | 86.8
CN1CCC(COc2cnc(-c3cccc(Cn4nc(-c5cccc(C#N)c5)ccc4=O)c3)nc2)CC1 | 95.3
Cc1nnc(NS(=O)(=O)c2ccc(N)cc2)s1 | 100.9
CNC(=O)c1cc(Oc2ccc(NC(=O)Nc3cc(C(C)(C)C)nn3-c3ccc4ncccc4c3)c(F)c2)ccn1 | -43.2*
[2H]c1nc(Nc2ncc(F)c(-c3cc(F)c4nc(C)n(C(C)C)c4c3)n2)c([2H])c([2H])c1CN1CCN(CC)CC1 | 24.6
